# FLuc counter = firefly luciferase modulation, counter-screen for miR-21 project; 360,000 tested, 6.9% active; AID 588342; Potency, µM (titrated, usually from 57.5 µM), without a hit: top-dose activity change, negative = inhibition, actives largely listed as inhibitors; purified FLuc, Km substrates, luminescence inhibition; P08659;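 further: potency means the concentration at half of the fitted maximal effect; plate controls were vehicle for no effect and reference inhibitor for full effect; nearly all actives have a fitted effect of over 55% in size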
# Target sequence (P08659 whole entry, looked up): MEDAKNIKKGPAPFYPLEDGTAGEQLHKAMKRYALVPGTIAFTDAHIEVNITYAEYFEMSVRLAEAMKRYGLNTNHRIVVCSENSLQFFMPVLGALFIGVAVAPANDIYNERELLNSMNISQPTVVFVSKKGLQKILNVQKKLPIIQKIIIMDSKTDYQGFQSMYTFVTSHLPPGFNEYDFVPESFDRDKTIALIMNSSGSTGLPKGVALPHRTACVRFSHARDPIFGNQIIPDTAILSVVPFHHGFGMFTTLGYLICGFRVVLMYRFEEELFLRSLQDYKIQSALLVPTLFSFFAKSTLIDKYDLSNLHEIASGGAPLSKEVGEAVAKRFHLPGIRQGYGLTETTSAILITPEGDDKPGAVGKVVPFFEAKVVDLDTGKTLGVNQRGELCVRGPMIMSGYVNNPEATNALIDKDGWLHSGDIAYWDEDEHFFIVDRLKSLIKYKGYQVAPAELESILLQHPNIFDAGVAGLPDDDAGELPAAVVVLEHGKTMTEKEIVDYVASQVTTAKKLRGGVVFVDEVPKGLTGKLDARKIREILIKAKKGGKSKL
#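 Purified P. pyralis luciferase, 10 nM final, with Km-level 10 uM D-luciferin and 10 uM ATP in 50 mM Tris acetate pH 7.5, 10 mM Mg acetate, 0.01% Tween-20, 0.05% BSA; 6-point qHTS titration about 60 µM downward; luminescence read.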
# Rab9 promoter act = activates the Rab9 promoter | Huh7 Rab9 promoter-luciferase reporter, luminescence, 24 h | Potency, µM (series often up to 9.22 µM), for inactives: at the highest dose activation, negative = inhibition, most hits filed as activators | 320,000 tested, 2.8% active; further: potency means the concentration at half of the fitted maximal effect; % of control where 0% means no effect; nearly all actives have a fitted effect of over 60% in size
#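 Huh7 cells stably carrying Rab9 promoter–luciferase reporter, plated 1500 cells/well, compound added after 2 h and incubated 24 h at 37 °C; luciferase luminescence then read after 10 min with detection reagent.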
# VP16 counter = Gal4-VP16 reporter inhibition counter-screen. Drosophila S2 Gal4-VP16 UAS-luciferase, luminescence, 20 h. Potency, µM (top dose mostly 53.6 µM), inactives show at the top dose activity, negative = inhibition, actives largely listed as inhibitors. 310,000 tested, 3.5% active;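 further: Gal4-VP16 expression switched on by copper sulfate through the metallothionein promoter; potency means the concentration at half of the fitted maximal effect; on the % scale 0 is the no-effect control and ±100 the full control effect; nearly all actives have a fitted effect of over 50% in size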
# p53 reactivator = restores transcriptional activity of mutant p53; H1299 p53-A138V BP100-luciferase reporter, luminescence, 24 h; Potency, µM (doses to about 92.2 µM), inactives show at the top dose activity change, positive = activation, most hits filed as activators; 320,000 tested, 0.063% active; further: potency means the concentration at half of the fitted maximal effect; % of control where 0% means no effect; nearly all actives have a fitted effect of over 45% in size
#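 p53-null H1299 cells stably carrying temperature-sensitive p53-A138V and a BP100-luciferase reporter were pinned with compounds (4-point, 1:5 series) and held 24 hrs at 37 deg C. Luminescence was read 10 min after detection reagent.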
# Giardia kill = kills Giardia lamblia | AID 540267 | activity change, % at 7.66 µM, hits read low | Giardia lamblia trophozoite viability | 340,000 tested, 0.15% active; in the data active means activity change below about -80%; inconclusive means between about -30% and that limit;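 further: parasites exposed to compound for two days anaerobically before the ATP read; on the % scale 0 is the no-effect control and ±100 the full control effect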
#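 Killing of trophozoites was scored by loss of ATP luminescence after a 48 hrs anaerobic exposure to compounds at 37 deg C, using 100 cells per well.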
# Menin-MLL TR inh = inhibitors of human menin-MLL interaction, mutant MLL peptide; O00255; Menin + Texas Red MLL mutant peptide, fluorescence polarization; Potency, µM (doses to about 61.6 µM), for inactives: at the highest dose FP activity change, negative = inhibition, hits mostly inhibitors; 270,000 tested, 0.23% active; active means well fitted inhibition curve with a large enough effect in the polarisation, with a control signal flat, not every such curve was filed as active; inconclusive means small, poorly fitted or top-dose-only effect, or effect the other way, or a change in a side signal; inactive means no such curve, though single readings can be large or run the other way; the % refers to the polarisation; further: potency means the concentration at half of the fitted maximal effect; % of control where 0% means no effect; many of its hits are not listed in these tables
# BRCA1 expr up = BRCA1 expression activation; MCF7-BRCA1-FFLuc reporter, luminescence, 48 h; response scale: scaled: vehicle 0%, 10 µM genistein 100%; Potency, µM (highest dose often 46.1 µM), without a hit: at the top dose activation, actives largely listed as activators; 380,000 tested, 1.1% active; AID 624202; further: potency means the concentration at half of the fitted maximal effect; nearly all actives have a fitted effect of over 80% in size; some results filed as inactive show a strong effect at the top dose
#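 MCF7 cells carrying a BRCA1-firefly luciferase reporter (2000 cells/well, phenol-red free MEM) were attached for 2 h at 37 °C, then given compounds for 48 h. Luminescence was read 15 min after luciferase reagent; activity normalized to genistein (10 microM) and DMSO.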
# ELG1 genotoxic = induces genotoxicity in HEK293T cells with luciferase-tagged ELG1. Potency, µM (doses to about 46 µM), without a hit: at the top dose activity change, positive = activation, actives largely listed as activators. 330,000 tested, 1.3% active. HEK293T ELG1-luciferase reporter, luminescence, 16 h; further: potency means the concentration at half of the fitted maximal effect; % of control where 0% means no effect; nearly all actives have a fitted effect of over 60% in size
#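 Genotoxicity was scored as increased ELG1-luciferase reporter signal, measured by ONE-Glo luminescence (30 min, room temperature). Compound or vehicle exposure of the HEK293T reporter cells lasted 16 hr at 37°C.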
# PKM2 activator = increases activity of human pyruvate kinase M2; P14618; purified PKM2, Kinase-Glo ATP luminescence, activation; response scale: 0% is enzyme alone, no compound; Potency, µM (highest dose often 57.5 µM), without a hit: at the highest dose activation, actives largely listed as activators; 260,000 tested, 0.34% active; AID 1631; further: potency means the concentration at half of the fitted maximal effect; on the % scale 0 is the no-effect control and ±100 the full control effect; nearly all actives have a fitted effect of over 55% in size
#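 Purified hPK-M2 (>95% pure) converted ADP (0.1 mM final) to ATP with 0.5 mM PEP in 50 mM imidazole pH7.2, KCl, MgCl2, Tween 20, BSA; 1 h at room temperature. ATP detected by Kinase-Glo luminescence.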
# RORg inh = blocks mouse ROR gamma transcriptional activity | Potency, µM (top dose mostly 53.6 µM), inactives show at the top dose activity change, negative = inhibition, actives largely listed as inhibitors | P51450 | Drosophila S2 Gal4-RORgamma UAS-luciferase reporter, 20 h | AID 2551 | 310,000 tested, 5.4% active; further: potency means the concentration at half of the fitted maximal effect; on the % scale 0 is the no-effect control and ±100 the full control effect; nearly all actives have a fitted effect of over 60% in size
# Target sequence (P51450 whole entry, looked up, the tested form may be a part): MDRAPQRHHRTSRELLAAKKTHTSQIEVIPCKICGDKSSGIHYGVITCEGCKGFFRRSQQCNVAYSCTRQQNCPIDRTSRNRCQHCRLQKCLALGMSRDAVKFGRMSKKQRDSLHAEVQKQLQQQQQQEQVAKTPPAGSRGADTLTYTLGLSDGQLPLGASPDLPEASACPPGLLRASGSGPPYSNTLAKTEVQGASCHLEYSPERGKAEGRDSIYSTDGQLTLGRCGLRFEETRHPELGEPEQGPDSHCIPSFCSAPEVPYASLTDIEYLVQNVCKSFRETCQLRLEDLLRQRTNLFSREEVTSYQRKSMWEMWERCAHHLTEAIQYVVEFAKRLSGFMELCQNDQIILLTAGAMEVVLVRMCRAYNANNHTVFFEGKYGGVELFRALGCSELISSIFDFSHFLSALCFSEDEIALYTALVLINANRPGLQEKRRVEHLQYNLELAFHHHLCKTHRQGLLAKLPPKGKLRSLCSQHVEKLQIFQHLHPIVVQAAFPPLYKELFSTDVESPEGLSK
#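 ROR gamma transcriptional activity was tracked as Gal4-UAS luciferase output in stably transfected Drosophila Schneider cells, with compound added 1 hr before 700 uM copper sulfate induction and a 20 hr ambient-temperature incubation.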
# NPC1 prom act = NPC1 promoter activation. Huh7 NPC1 promoter luciferase reporter, 24 h. Potency, µM (titrated, usually from 9.22 µM), for the others: at the top dose activation, most hits filed as activators. 320,000 tested, 2.4% active. AID 485313;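 further: potency means the concentration at half of the fitted maximal effect; % of control where 0% means no effect; nearly all actives have a fitted effect of over 60% in size; reporter is driven by a mutant NPC1 promoter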
#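 Huh7 reporter cells (NPC1 promoter driving luciferase) are dosed with compound for 24 h at 37 °C, 5% CO2; luciferase detection reagent is then added and luminescence measured after 10 min at ambient temperature.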
# Starred values were filed as active, the others as inactive; ? = inconclusive; / = no result given; [ ] = remark or other dose. Unless noted, the call rests on the fitted dose curve; in most records, active means well fitted curve in the direction sought with a large enough effect; inconclusive means small, poorly fitted or top-dose-only effect, or another doubt; inactive means no such curve, though single readings can be large; an effect the other way counts as inactive or inconclusive. A portion of the library; the hit share may differ from the screen's.
SMILES,FLuc counter,Rab9 promoter act,VP16 counter,p53 reactivator,Giardia kill,Menin-MLL TR inh,BRCA1 expr up,ELG1 genotoxic,PKM2 activator,RORg inh,NPC1 prom act
CCCCn1c(O)c(C(CC)=NCc2cc(OC)cc(OC)c2)c(=O)[nH]c1=O,1%,2%,-12%,-14%,-12,0%,-37%,-12%,-1%,?,-7%
O=C(COc1ccc(Br)cc1)N1CCN(C2CCCC2)CC1,-1%,6%,-1%,-6%,7,2%,-7%,2%,-10%,23%,0%
CC(=NCCCO)c1c(O)[nH]c(=O)[nH]c1=O,0%,0%,0%,-2%,-7,/,2%,0%,-4%,-2%,3%
C=C1C2[C@H](OC(C)=O)[C@@H]3CC(=O)[C@]4(C)OC[C@@]3(C)[C@@]4(O)[C@@H](OC(C)=O)[C@H](OC(C)=O)[C@@]2(COC(=O)c2ccccc2)[C@@H](OC(C)=O)C[C@@H]1O (stereo partly drawn),-2%,-6%,-18%,/,-23,-2%,-18%,0%,3%,-41%,-1%
Cc1cccc(N2C(=O)NC(=O)/C(=C\c3ccc4c(c3)CCCN4Cc3ccccc3)C2=O)c1,-19%,-2%,-5%,-4%,1,-13%,-55%,16%,10%,-44%,2%
COc1cc(/C=C/[N+](=O)[O-])ccc1OC(=O)c1cccnc1,?,-1%,3.5µM*,/,4,-29%,-47%,-14%,0%,6.3µM*,-1%
O=[N+]([O-])c1ccc(O)c([N+](=O)[O-])c1,/,/,22µM*,/,?,18%,0%,/,/,?,/
CCCNS(=O)(=O)c1ccc(OCC(=O)N2CCN(Cc3ccc4c(c3)OCO4)CC2)c(C)c1,-2%,-16%,/,-4%,-14,/,/,-3%,/,/,-10%
O=C(Nc1c(F)cc(F)cc1F)c1cccn(Cc2ccccc2)c1=O,-4%,13%,-15%,-2%,-8,6%,-17%,-5%,5%,11%,-18%
C=CCOC(=O)C1=C(C)OC(N)=C(C(=O)OCC)C12C(=O)N(CC(N)=O)c1ccccc12 (stereo not drawn),-6%,9%,?,-4%,6,-26%,-20%,-5%,1%,0%,2%
COc1ccc(C(=O)C2CN(C)CC2c2ccc(Cl)cc2)cc1 (stereo not drawn),?,-7%,3%[10 µM],-7%,-16,-4%,-19%,-2%,3%,-14%,-8%
COc1ccc(-n2c(O)c(/C=C/C=Nc3ccccc3)c(=O)[nH]c2=O)cc1,0%,-1%,-1%,-3%,10,-24%,16%,2%,2%,-7%,3%
COC1=C(C)C(=O)O[C@]12C(=O)C(C)=C1CCCCN3[C@H]([C@@H]4C[C@H](C)C(=O)O4)CC[C@]132,-1%,-3%,/,17%,3,/,-3%,2%,/,/,0%
Cc1ccccc1CN1CCN(C(=O)Cc2ccccc2)CC1,0%,-6%,5%,4%,3,?,-25%,-5%,0%,13%,-4%
O=C1NC(=O)N(c2ccc(Br)cc2)C(=O)/C1=C/c1ccsc1,?,0%,11%,-2%,-8,3%,2%,0%,2%,20%,-8%
CC(C)(C)C(=O)Nc1ccc(S(=O)(=O)N2CC3CC(C2)c2cccc(=O)n2C3)cc1 (stereo not drawn),3%,-2%,0%,16%,-2,/,-16%,2%,-6%,-4%,1%
C[C@@H](N)Cc1cnc[nH]1,/,-2%[46.1 µM],-6%,/,3,-1%,0%,/,/,11%,3%[46.1 µM]
Cc1nn(C2CCOC(C)(C)C2)c2c1C(c1ccc3c(c1)OCO3)SCC(=O)N2 (stereo not drawn),2%,2%,0%,-13%,-4,?,-11%,-1%,17%,-11%,0%
O=C(CCc1nc(-c2ccccc2F)no1)N1CCC2(CC1)OCCO2,2%,-3%,15%,16%,4,-10%,1%,2%,-1%,-1%,3%
c1ccc(C2CC3CC4(CCCC4)N2O3)cc1 (stereo not drawn),5%,7%,-4%,-2%,-6,-3%,6%,0%,-4%,-16%,1%
Cc1ccc2c(c1)C1CN(C)CCC1N2C(=O)Cn1cnc2c1c(=O)n(C)c(=O)n2C (stereo not drawn),-1%,5%,-1%,2%,1,10%,6%,-4%,0%,15%,11%
CCN(CC)CCCC(C)N=C(c1ccccc1)c1c(O)n(C)c(=O)n(C)c1=O (stereo not drawn),-1%,3%,-1%,6%,7,-1%,-16%,5%,-2%,0.63µM*,6%
CN(C)c1ccc(CN2CC=C(c3ccc(F)cc3)CC2)cc1,1%,6%,0%,-5%,-11,-4%,3%,-3%,-6%,0%,2%
COP(=O)(/C=C(\Cl)c1ccccc1)/C=C(\Cl)c1ccccc1,-1%,-6%,-3%,-2%,8,?,-9%,-2%,/,-16%,2%
COc1ccc(C(=O)C2CCCN(C3CSCCSC3)C2)c(OC)c1 (stereo not drawn),4%,-20%,-4%,-3%,-3,0%,-26%,-4%,1%,?,1%

# Further results follow:
SMILES,FLuc counter,Rab9 promoter act,VP16 counter,p53 reactivator,Giardia kill,Menin-MLL TR inh,BRCA1 expr up,ELG1 genotoxic,PKM2 activator,RORg inh,NPC1 prom act
O=P1(Oc2ccccc2)OCCCS1 (stereo not drawn),5%,-5%,15%,6%,3,/,4%,-15%,-3%,0%,-2%
Cc1ccnc(-n2c(-c3ccccc3)nc3ccccc3c2=O)c1,7%,-2%,1%[0.365 µM],9%,6,6%,-7%,-1%,-5%,-5%,-1%
COc1ccc(C(=O)c2nc3ccccc3n2C(C)C)cc1,-1%,-3%,-2%,0%,0,-6%,-3%,0%,13%,-14%,-15%
CC(=NCCN1CCCCC1)c1c(O)n(-c2ccccc2)c(=O)[nH]c1=O,-1%,1%,3%,-7%,-10,/,16%,0%,-6%,2%,3%
CCOC(=O)CSCCOc1ccc(C=C2C(=O)NC(=O)NC2=O)cc1OC,?,-3%,?,4%,-9,19%,-11%,0%,5%,?,-7%
O=C(N/N=C/c1cccc([N+](=O)[O-])c1)c1cnccn1,?,3%,-6%,14%,-11,-3%,17%,3%,2%,?,0%
CCCCC1(CN2CCCC2=O)C(=O)NC(=O)NC1=O,6%,-1%,5%,13%,-7,6%,8%,0%,-2%,-14%,0%
C[n+]1ccc(-c2ccccc2)c2ccccc21,-1%,-33%[inhibitor],/,-3%,0,/,-52%,-7%,/,/,-28%
Cc1nc2ccccc2c(=O)n1-c1ccccc1C(F)(F)F,-10%,-3%,-5%,0%,-22,-9%,3%,-1%,-10%,40%,-3%
O=C(Nc1ccc(F)cc1F)c1cccn(Cc2ccccc2)c1=O,?,1%,?,4%,1,?,2%,4%,-1%,43%,-8%
Nc1ncn[nH]1,/,/,0%,/,-13,-14%,-2%,/,/,-11%,/
C/C(=N\Nc1ccccc1)c1c(O)n(-c2ccccc2)c(=O)[nH]c1=O,6%,-4%,4%,0%,-30,/,-24%,4%,2%,-2%,-2%
O=c1[nH]c(=S)n(CCC2=CCCCC2)c(O)c1/C=N/N1CCOCC1,4%,2%,-5%,-2%,-17,/,-2%,-6%,1%,?,0%
Cc1cc(Cl)ccc1C(=O)C1CCCN(Cc2ccon2)C1 (stereo not drawn),-3%,-6%,-4%,-1%,-1,-2%,-2%,-4%,3%,54%,-5%
O=C(O)Cn1cc(/C=C2\C(=O)NC(=O)N(Cc3ccco3)C2=O)c2ccccc21,17µM*,-2%,-12%,0%,11,?,-3%,-14%,19%,3%,-2%
CN(CCC#N)C(=O)Cn1nc(Cc2ccncc2)c2ccccc2c1=O,0%,-2%,-7%,0%,-29,?,-4%,1%,6%,1%,-2%
COc1c(O)ccc2c1-c1c3c(cc4c1C(C2)N(C)CC4)OCO3 (stereo not drawn),-1%,-1%,-19%,-11%,-3,3%,-7%,-3%,2%,-28%,-2%
O=C1NC(=O)N(c2ccccc2)C(=O)/C1=C/c1ccoc1,?,-5%,-6%,-1%,36[activator],?,-17%,0%,-1%,34%,-1%
Cn1c(O)c(N=Nc2cccc(S(=O)(=O)N3CCOCC3)c2)c(=O)n(C)c1=O,0%,-3%,-14%,4%,-11,-3%,-2%,-1%,0%,21%,-4%
Cc1cc(N2CCOCC2)ccc1/C=C1\C(=O)NC(=O)N(c2ccccc2)C1=O,?,-6%,-16%,-1%,40[activator],-11%,-2%,7%,-1%,3%,7%
CC(=O)c1c(C)n(Cc2ccccc2Cl)c2ccc(O)cc12,-1%,-8%,7%,-1%,?,16%,-16%,-3%,-13%,-3%,-7%
CC(Cc1ccccc1)/[N+]([O-])=C\c1ccc(C(F)(F)F)cc1 (stereo not drawn),?,?,/,?,-10,/,10µM*,16%,/,/,?
O=C(COc1ccccc1)N1CCN(C2CC3CCC2C3)CC1 (stereo not drawn),6%,0%,-8%,5%,32[activator],5%,11%,1%,?,-5%,0%
Cc1ccc(-n2c(O)c(C=Nc3ccccc3N)c(=O)[nH]c2=O)cc1C,-3%,-9%,-2%,?,-2,-14%,0%,11%,-6%,-1%,?
